# mABHD4 FP – ABHD4 inhibitors, primary screen, biochemical, fluorescence polarization, mouse; purified mABHD4, FP-Rh probe fluorescence polarization; inhibition, % at 8.92 µM; (Lyso)-N-acylphosphatidylethanolamine lipase (Mus musculus), Q8VD66; 0.54% of 370,000 active;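 active = inhibition exceeding the mean over every tested compound plus 3 SD, cut at about 30% in these data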;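 also: 0% = plate median of compound wells and 100% = S159A mutant with DMSO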
#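 Test system: mABHD4 protein | Buffer or medium: HEPES pH 7.0 buffer, 150 mM NaCl, 0.01% Pluronic F-127 | Probe or stimulus: FP-Rh fluorescent activity-based probe, added after compound pre-incubation | Timing: Pre-incubation 45 min, probe exposure 60 min, at 25 °C | Technique: Fluorescence polarization, excitation 525 nm, emission 598 nm, BODIPY TMR filters | Repeats: Single well per compound (singlicate)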
# TCR-CD3 inh – inhibitors of human TCR-CD3 interaction, primary screen, biochemical, fluorescence, TAMRA-labeled TCR probe; T-cell receptor (TCR); inhibition, % at 9.4 µM; 0.37% of 360,000 active; AID 651800, 2012; in the data active = inhibition above about 19%;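 also: recombinant mutant TCR 2C K166C tagged with TAMRA read by polarization; 0% = receptor in buffer alone and 100% = receptor with positive control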
# rCAG RNA binder – binders of r(CAG) RNA repeats, primary screen, biochemical, fluorescence; r(CAG) RNA repeat, TO-PRO-1 dye displacement fluorescence; inhibition, % at 3 µM; 1.3% of 370,000 active;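 active = inhibition above the plate cutoff, the mean of all test compounds on that plate plus 3 SD, cut at about 35% in these data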;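 also: 0% = DMSO alone and 100% = 100 µM mitoxantrone as full dye displacement; higher means more dye released from RNA so lower well fluorescence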
# MBD2 inh – inhibitors of MBD2 binding to methylated DNA, primary screen, biochemical, TR-FRET, DNA-binding domain, human | Methyl-CpG-binding domain protein 2 (Homo sapiens), Q9UBB5 | MBD2 binding to methylated oligonucleotide | inhibition, % at 4.4 µM | 0.31% of 370,000 active; in the data active = inhibition above about 13%
# PRMT1 FP inh – PRMT1 methyltransferase inhibitors, primary screen, biochemical, fluorescence polarization; Protein arginine N-methyltransferase 1 (Homo sapiens), Q99873; inhibition, % at 2.79 µM; 1.3% of 370,000 active; recombinant PRMT1, activity-based probe fluorescence polarization;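 active = inhibition above about 21% made by adding two undisclosed values, limit read from the data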
# Target sequence (Q99873 whole entry, looked up): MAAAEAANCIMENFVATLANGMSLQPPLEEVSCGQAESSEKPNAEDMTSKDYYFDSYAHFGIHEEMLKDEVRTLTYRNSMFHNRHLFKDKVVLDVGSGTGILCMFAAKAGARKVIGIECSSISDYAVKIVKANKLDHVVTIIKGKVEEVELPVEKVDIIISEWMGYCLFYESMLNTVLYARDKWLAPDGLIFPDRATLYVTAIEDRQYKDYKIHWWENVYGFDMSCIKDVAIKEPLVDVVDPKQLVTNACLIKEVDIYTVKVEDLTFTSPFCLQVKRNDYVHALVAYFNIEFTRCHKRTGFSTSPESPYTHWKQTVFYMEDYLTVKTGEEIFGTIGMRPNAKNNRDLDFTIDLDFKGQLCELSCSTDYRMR
# PG9 binder – binders of HIV-1 gp120 antibody PG9, primary screen, biochemical, TR-FRET; inhibition, % at 6.7 µM; 0.43% of 360,000 active; HIV-1 gp120 / PG9 antibody interaction; TR-FRET gp120-PG9 antibody binding; in the data active = inhibition above about 8.5%
# LEDGF integ inh – blockers of LEDGF/p75-dependent integrase strand transfer – biochemical, TR-FRET, high throughput, primary screen | inhibition, % at 3.7 µM | HIV-1 integrase (with human LEDGF/p75) | TR-FRET IN-LEDGF/p75 DNA integration, Eu/Cy5 | 0.64% of 370,000 active;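 active = inhibition above the screen-wide mean plus 3 SD, cut at about 13% in these data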;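 also: signal is the Cy5 over europium emission ratio at 671 and 618 nm; 0% = plate median of compound wells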
# NR1D1 modulator – modulators of Rev-erb alpha DNA binding, primary screen, biochemical, FITC-DNA, fluorescence polarization, uHTS; Nuclear receptor subfamily 1 group D member 1 (Homo sapiens), P20393; Rev-erbα–FITC-DNA binding, 90 min; activity, % at 10 µM; 0.79% of 370,000 active;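 active = activity above about 14%, limit read from the data; passing the limit was not always enough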;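 also: 0% = DMSO wells with 35 nM protein and 100% = DMSO wells with 750 nM protein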
# HTRA1 inh – HTRA1 serine protease inhibitors, primary screen, biochemical, fluorescence polarization, HTS; recombinant HTRA1, FP-rhodamine activity-based probe; inhibition, % at 5.96 µM; Q92743; 0.5% of 340,000 active; in the data active = inhibition above about 36%;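 also: 0% = enzyme with DMSO and 100% = wells lacking enzyme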
# Target sequence (Q92743 whole entry, looked up): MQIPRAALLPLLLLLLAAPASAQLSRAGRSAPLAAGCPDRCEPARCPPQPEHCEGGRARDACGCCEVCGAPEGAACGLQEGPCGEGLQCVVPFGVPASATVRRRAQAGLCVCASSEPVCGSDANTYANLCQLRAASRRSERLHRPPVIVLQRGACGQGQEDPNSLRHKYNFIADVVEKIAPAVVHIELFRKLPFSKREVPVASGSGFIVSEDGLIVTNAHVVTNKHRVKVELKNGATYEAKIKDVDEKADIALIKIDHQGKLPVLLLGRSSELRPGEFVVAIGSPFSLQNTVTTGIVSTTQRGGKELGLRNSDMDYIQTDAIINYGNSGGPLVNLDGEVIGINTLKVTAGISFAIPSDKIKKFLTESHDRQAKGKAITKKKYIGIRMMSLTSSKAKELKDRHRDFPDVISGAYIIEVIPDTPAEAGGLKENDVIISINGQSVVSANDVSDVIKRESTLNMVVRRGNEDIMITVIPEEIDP
# UHRF1 MBD2 ctr – UHRF1 methylated DNA binding inhibitors, primary screen, counter-screen for MBD2 inhibitor project, biochemical, TR-FRET, human UHRF1, single concentration; UHRF1 binding to methylated oligo; inhibition, % at 4.4 µM; 0.75% of 370,000 active; AID 687016, 2013; in the data active = inhibition above about 21%;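 also: UHRF1 SRA domain binding a hemimethylated CpG hairpin DNA probe; 0% = median of test compound wells and 100% = reference inhibitor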
# * marks the source's active call; other numbers are inactive results; . = not tested or not shown.
# Value order: MBD2 inh	rCAG RNA binder	LEDGF integ inh	PG9 binder	NR1D1 modulator	UHRF1 MBD2 ctr	HTRA1 inh	mABHD4 FP	TCR-CD3 inh	PRMT1 FP inh
CC(C)(C)NC(=O)c1ccc(NC(=O)C2COc3ccccc3O2)cc1 (configuration not stated)
 : 1	-6	-1	0.9	5	2	-7	-4	-6	0
COc1cc(NS(=O)(=O)N2CCCC2)cc(OC)c1OC
 : 0	6	-1	-0.8	-2	-1	5	8	5	1
O=C(Nc1ccc(Br)cc1)c1ccco1
 : 6	-2	0	-1.6	1	19	-8	1	-2	0
COC(=O)c1ccccc1NC(=O)C1CCN(C(=O)N2CCOc3ccccc32)CC1
 : 0	-1	6	-0.3	9	1	-11	-9	3	-1
Cc1cccc(N(C(=O)CNC(=O)c2ccco2)C(C(=O)NC2CCCC2)c2ccncc2)c1 (configuration not stated)
 : 3	-9	0	-1.2	-3	2	-2	-1	-11	0
CCCOc1ccccc1N/C(=N/c1nc(C)cc(C)n1)NC(=O)Nc1ccc(Cl)cc1
 : 2	1	-2	-0.8	-1	2	0	6	1	2
CCC(C)(C)NC(=O)CN(C(=O)c1csnn1)c1cccc2c1CCCC2
 : 0	-7	-4	-2.8	-5	3	0	-3	-7	6
COc1ccc(CNC(=O)CN(c2ccc(OC)cc2)S(=O)(=O)c2c(C)[nH]c(=O)[nH]c2=O)cc1
 : 4	6	1	-2.0	5	18	3	-1	3	0
COc1ccc(C)cc1NC(=O)NCCC1=CCCCC1
 : -6	-3	6	-1.0	-3	4	-15	-5	2	-3
Cc1ccc(C)c(NC(=S)NNC(=O)c2sccc2C)c1
 : -2	7	1	-2.6	0	4	-5	10	3	-1
N#Cc1cc(C#N)c(SCC(=O)NCC2CCCO2)nc1N (configuration not stated)
 : -1	2	2	-2.3	-1	7	-1	2	-2	-1
O=C(CCc1nnc(-c2ccccc2)o1)c1ccc(Cl)cc1
 : 11	-4	-4	0.8	2	4	5	-12	0	6
O=C(Nc1ccc(-c2cnco2)cc1)c1ccccc1
 : -5	-4	0	-0.3	-4	-2	-7	0	5	1
CCC(C)N(C(=O)Cn1c(Cl)nc2c1c(=O)n(C)c(=O)n2C)C1CCS(=O)(=O)C1 (configuration not stated)
 : 7	-5	-4	-1.0	2	2	8	-10	-7	4
CSc1ccccc1C(=O)NCC(c1ccco1)N(C)C (configuration not stated)
 : -8	1	6	-0.3	-6	0	-2	1	-1	-6
CCN(CC)CCCNC(CC(=O)Nc1cccc([N+](=O)[O-])c1)C(=O)O (configuration not stated)
 : 1	0	-1	-0.7	0	0	0	8	1	1
CCCc1c(-c2ccc(F)cc2)ncn1Cc1ccccc1OC
 : -4	1	4	0.4	-3	-1	.	0	1	-2
Cc1nc(CN2CCN(S(=O)(=O)c3c(Cl)cc(Br)cc3Cl)CC2)cs1
 : -3	-8	1	0.5	-5	0	4	-3	9	-1
CCCCCCn1c(SCC(=O)c2c(N)n(C)c(=O)n(C)c2=O)nc2ccccc21
 : -2	1	1	2.5	-5	-9	2	0	0	0
Cc1ccc(C(=O)N/C(=C\c2sccc2C)C(=O)NCCCN2CCOCC2)cc1
 : -5	8	-2	-0.5	-6	1	-2	9	2	0
COC(=O)c1sc(S(=O)(=O)Nc2ccc(C)c(C)c2)c(C(=O)OC)c1C
 : -5	12	3	-3.4	-3	-5	0	-8	2	-3
COCCCNC(=O)C1CCCN(S(=O)(=O)c2ccc(C)cc2)C1 (configuration not stated)
 : 4	-3	6	0.1	2	0	0	-3	-2	6
CN(C)CCCNC(=O)C(=O)NCC1OCCN1S(=O)(=O)c1cc(F)ccc1F (configuration not stated)
 : -7	-1	-1	-1.1	-1	0	-5	3	5	3
Cc1cccc(NC(=S)NNC(=S)NCc2ccccc2)c1
 : 2	11	-1	1.5	-1	-1	-7	7	-5	1
O=S(=O)(c1ccc(Oc2ccc(S(=O)(=O)N3CCOCC3)cc2)cc1)N1CCOCC1
 : -6	-6	3	-1.0	2	0	-5	1	4	-1
CC1(C(=O)NS(=O)(=O)c2ccccc2)CCN1C(=O)Cc1ccc(Cl)cc1Cl (configuration not stated)
 : -6	6	3	-1.5	-5	0	.	-4	2	-3
CCOc1ccccc1C(=O)NCCCN1CCN(CCCNC(=O)c2ccccc2OCC)CC1
 : 4	-8	2	0.9	-2	2	1	-6	-4	3
CN1C2=N[C@@H](c3cccc(C(F)(F)F)c3)CC(=O)N2/C(=C\c2ccccc2)[C@H]1c1ccccc1
 : 31*	.	16*	.	-10	51*	.	17	.	55*
COCC(=O)N1CCC(Oc2ccc(C(=O)NCc3cnc(C)cn3)cc2)CC1
 : 0	-3	-1	-0.2	0	2	5	-3	4	2
CCN(CC)C(=O)C1=C(C)N(Cc2ccc(OC)cc2)C(=O)C(CC(=O)NCc2ccco2)C1 (configuration not stated)
 : 1	0	1	-0.7	-4	2	4	2	6	0
Cc1cc(C)c(N)cc1C
 : 1	1	1	-0.5	-2	-1	3	2	13	1
CC(C)(C)c1ccc(NC(=O)CN2C(=O)NC(C)(C3CC3)C2=O)cc1 (configuration not stated)
 : 2	6	-4	0.7	-9	6	4	-5	-2	4
CN1CCN(c2ccc(Cl)cc2NC(=O)c2cccc(S(=O)(=O)N(C)C)c2)CC1
 : -3	1	2	-0.8	3	5	-1	-3	-5	3
COC(c1ccccc1)c1nnc(CCC(=O)NCc2ccc3ncccc3c2)o1 (configuration not stated)
 : 1	0	2	-1.6	-13	-1	-2	4	4	1
Cc1cc(C)c(-n2nnnc2SCC(=O)c2cc3ccccc3o2)c(C)c1
 : 4	1	-2	-3.7	6	-2	.	4	2	-6
CCN(CC(=O)Nc1cc(Cl)ccc1C)C(=O)Cc1ccsc1
 : -2	1	3	1.0	-3	10	0	5	8	-2
CCOC(=O)C1(C)CCCN1C(=O)c1cccc2ccccc12 (configuration not stated)
 : 3	-1	2	-0.5	-9	-2	.	0	10	2
CC(C)(C)c1ccc(OCCCC(=O)Nc2ccc(S(N)(=O)=O)cc2)cc1
 : 4	1	1	2.5	6	-4	-2	-1	-7	-3
O=C(/C=C/c1ccc2c(c1)OCO2)c1ccc(F)cc1
 : -3	5	-2	-0.1	5	0	-20	-4	4	-1
Cc1ccc(OCC(=O)NN=C2c3ccccc3-c3ccccc32)cc1
 : 3	0	1	-1.9	0	5	-2	3	6	-1
O=C1Nc2ccccc2C1=NN1CCCCCC1
 : -3	2	-3	-2.8	-6	-1	-3	3	1	1
Cc1ccc(Cl)cc1N1CCN(S(=O)(=O)c2ccc3[nH]c(=O)ccc3c2)CC1
 : -3	6	1	-0.9	0	-2	-1	-3	3	0
Cc1cccc(C(=O)NCCCNC(=O)c2cccc(C)c2)c1
 : -6	-8	2	2.1	-1	1	1	-4	3	3
Cc1nn(C)c(C)c1NC(=O)Nc1ccc(Cl)c(Cl)c1
 : -2	0	1	-1.2	-1	1	-12	-7	5	-5
O=C(CCCN1C(=O)/C(=C/c2ccc(F)cc2)SC1=S)Nc1ccc(C(=O)O)cc1
 : -2	7	-2	-3.6	-11	0	0	-8	5	-2
COc1cccc(COC(=O)c2nn(-c3ccccc3)nc2N)c1
 : 3	8	2	0.0	2	1	-3	1	-11	-2
CCn1c(SCC(=O)N2CCCC2=O)nc2ccccc21
 : 3	0	1	-1.0	1	0	0	-7	6	-1
OCCC1CN(Cc2ccc(Oc3ncccn3)cc2)CCN1C1CCCCC1 (configuration not stated)
 : 3	-4	-1	2.9	-3	-1	4	3	10	3
CSc1nc(NCCN(C)C)c2sc3nc(-c4ccco4)c4c(c3c2n1)CCC4
 : 4	7	-1	-0.8	2	8	7	4	-3	-5
CCc1ccccc1NC(=O)c1cc(=O)c2ccccc2o1
 : -1	-1	2	-3.0	0	-1	2	-1	4	5
Cc1cc(C=O)sc1[B-](F)(F)F
 : 0	2	-1	-1.7	-5	-1	3	5	9	-1
CCOC(=O)[C@]12CCCC=C1N(CCc1ccc(OC)c(OC)c1)C(=O)[C@H](CC(=O)NCC13CC4CC(CC(C4)C1)C3)C2
 : -6	4	0	0.0	5	0	.	-2	-1	1
CSc1nnc(Cc2ccc3c(c2)OCO3)o1
 : -1	-5	-3	0.4	-2	1	5	-3	4	1
CC(C(=O)NCC1CCCCC1)N1CCN(S(=O)(=O)c2cccs2)CC1 (configuration not stated)
 : -5	-6	2	-0.1	6	-1	-3	8	4	-1
CS(=O)(=O)N(CC(=O)NC1CCCC1)c1ccc(Oc2ccccc2)cc1
 : -1	-7	-3	0.5	-4	8	-8	-2	-1	7
CCCOC(=O)Nc1nc2ccccc2o1
 : -2	-3	1	-1.0	-5	0	4	4	5	-1
Cc1ccc(OCC(=O)NCCNC(=O)c2ccncc2)cc1
 : -3	0	4	0.8	1	0	5	-1	0	-10
Cc1ccccc1NC(=S)NC(=O)/C=C/c1ccco1
 : 0	12	-2	-3.1	2	2	25	4	2	6
NC1C=CC=C(C(=O)O)C1 (configuration not stated)
 : -1	0	-3	-0.9	2	-4	3	-5	-8	1
NC(=O)c1ccc(N2CCN(c3ccccc3F)CC2)c([N+](=O)[O-])c1
 : 0	-3	-3	-1.4	0	4	0	1	-7	2

# Going on with the list:
# Value order: MBD2 inh	rCAG RNA binder	LEDGF integ inh	PG9 binder	NR1D1 modulator	UHRF1 MBD2 ctr	HTRA1 inh	mABHD4 FP	TCR-CD3 inh	PRMT1 FP inh
Cc1ccc(CNC(=O)c2ccc(N3CCC4(CC3)CC(c3ccccc3)=NO4)c(NC(=O)c3cccc(C)c3)c2)cc1
 : -4	5	2	1.0	6	1	-8	1	2	-2
Cc1onc(-c2ccccc2Cl)c1C(=O)N1CCCc2ccccc21
 : -5	-8	-1	-1.4	-4	2	-13	-7	5	-2
O=C(Cn1nc(C(=O)O)c2ccccc2c1=O)Nc1ccc(F)cc1F
 : 1	1	-4	2.2	7	1	1	-1	-1	1
COc1ccc(-n2nc(C(=O)NCC(=O)NCCCN3CC(C)CC(C)C3)c3ccccc3c2=O)cc1OC (configuration not stated)
 : 2	-6	-5	-1.6	3	-2	11	1	-4	2
CN(C)CCOC(=O)CC12CC3CC(C1)CC(CC(=O)OCCN(C)C)(C3)C2
 : 3	-10	0	-0.6	-3	1	8	-6	6	3
O=C(NCCC(=O)N(Cc1ccco1)Cc1cccs1)c1ccc(Br)cc1
 : -7	0	-4	0.7	-3	-2	-19	12	3	1
COc1cccc(Cn2c(NCC(C)C)nc3c2c(=O)n(C)c(=O)n3C)c1
 : -6	-7	-1	0.9	-4	0	-2	2	2	-3
O=C(CNC(=O)c1ccccc1F)NCc1cccnc1
 : 0	1	1	1.8	-8	-1	-3	3	2	-1

# Bioassay records (PubChem BioAssay)

# This is a subset; rates above refer to the full screens.
